S100A4 inh HTS = inhibitors of S100A4-myosin IIA peptide binding, primary screen, biochemical, fluorescence polarization, TAMRA-MyoIIA peptide | 360,000 tested, 0.14% active | Protein S100-A4 (Homo sapiens), P26447 | inhibition, % at 10.7 µM;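 active = mean inhibition of at least 70% across replicates, with every replicate also reaching that level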
Target sequence (P26447 whole entry, looked up): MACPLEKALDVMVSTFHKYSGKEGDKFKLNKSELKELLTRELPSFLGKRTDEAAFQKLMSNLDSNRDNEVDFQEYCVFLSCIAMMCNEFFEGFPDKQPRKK
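Material: human S100A4 monomer with TAMRA-labelled myosin IIA peptide; buffer or medium: HEPES pH 7.2 with CaCl2, KCl, NaCl, DTT, Triton; compound dosing: one concentration per compound; schedule: 5 min incubation before reading; benchmarks: neutral control DMSO, positive control TFP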
RAD54 inh = inhibitors of human RAD54 branch migration, primary screen, biochemical, fluorescence, single point | DNA repair and recombination protein RAD54-like (Homo sapiens), Q92698 | RAD54 Holliday junction branch migration, FAM/BHQ fluorescence | inhibition, % at 10.4 µM | 360,000 tested, 0.14% active | AID 602329, 2012;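 active = mean normalized replicate activity at least 40 and at least half of replicates scoring 40 or more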;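 also: 0% = median of neutral control wells and 100% = median of positive control wells; inhibitors cause a drop in the FAM fluorescence signal; in these data hits start at about 50%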
RAD52 anneal inh = RAD52 DNA annealing inhibitors, primary screen, biochemical, FRET, single point, set 2; 360,000 tested, 0.46% active; DNA repair protein RAD52 homolog (Homo sapiens), P43351; inhibition, % at 18.7 µM; recombinant RAD52 DNA annealing, FRET fluorescence;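 active = every replicate showing at least 50% inhibition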
EWS-Fli block = EWS/Fli-driven NR0B1 reporter inhibitors, primary screen, A673 cells, NR0B1 luciferase, luminescence, MLPCN library; viability-normalised; inhibition, % at 12.6 µM; 350,000 tested, 0.67% active; AID 651661, 2012;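 active = mean inhibition of at least 50% after viability correction, with every replicate also passing that limit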;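 also: firefly luciferase signal divided by Alamar Blue viability fluorescence both relative to DMSO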
esBAF inh = Bmi1 luciferase reporter increase in mESCs, primary screen, esBAF inhibitor project, mouse ES cells, Bmi1 luciferase knock-in, single point; 24 h; 100% = twice the neutral-well signal; reporter increase, % at 12.5 µM; 350,000 tested, 2% active; AID 602393, 2012; in the data active = activation above about 40%;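 also: 0% = median of the plate's neutral control wells and 100% = double that signal; a rise in the Bmi1 reporter signal indicates esBAF inhibition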
XiGFP reactiv = activators of inactive X chromosome reactivation, primary screen, imaging, XiGFP fibroblasts, GFP high-content imaging, set 2. XiGFP mouse fibroblasts, % GFP-positive cells imaging, 3 d; cells co-treated with 5-aza-dC sensitizer; scaled so ellipticine positive control = 100%. activation, % at 7.58 µM. 360,000 tested, 0.055% active. AID 743238, 2013;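 active = mean normalized replicate activation at least 10% and every replicate at or above 10%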;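 also: 0% = median of on-plate neutral control wells and 100% = ellipticine 6 µM median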
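System: XiGFP fibroblasts, SV40-immortalized. Medium: DMEM plus 5-aza-dC sensitizer. Doses: single point. Timing: 3 d treatment, 15 min room-temperature fixation. Control set: ellipticine 6 µM.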
FN deposition inh = inhibitors of fibronectin matrix deposition, primary screen, AH1F cells, Alexa488-fibronectin fluorescence, plate reader. AH1F fibroblasts, overnight. inhibition, % at 12.6 µM. 350,000 tested, 0.086% active;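 active = mean inhibition across replicates of 30% or more, regardless of how many single replicates reach that level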;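 also: positive control wells lacked labelled fibronectin entirely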
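Measured by – fluorescence 485/525 nm · System – AH1F fibroblast monolayer, labelled fibronectin deposition · Amount – 10000 cells per well · Buffer or medium – serum-reduced DMEM (2% serum) · Doses – single dose, pinned · Also added – fluorescent fibronectin at 24 nM final · Schedule – 1 h cell attachment, overnight exposure to compound and label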
E-selectin induc = E-selectin induction in HUVECs, primary screen, imaging, HUVEC, immunofluorescence imaging, single point; P16581; activation, % at 7.58 µM; 260,000 tested, 0.37% active; normalized: neutral wells 0, TNF-alpha wells 100; AID 686992, 2013;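 active = mean E-selectin-positive cell signal at least 10% of the positive control, reached in at least 60% of replicates, without over 20% cell loss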;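 also: in these data hits start at about 27%; measured in HUVEC primary endothelial cells; signal is the percent of cells scored E-selectin positive by PE staining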
Target sequence (P16581 whole entry, looked up): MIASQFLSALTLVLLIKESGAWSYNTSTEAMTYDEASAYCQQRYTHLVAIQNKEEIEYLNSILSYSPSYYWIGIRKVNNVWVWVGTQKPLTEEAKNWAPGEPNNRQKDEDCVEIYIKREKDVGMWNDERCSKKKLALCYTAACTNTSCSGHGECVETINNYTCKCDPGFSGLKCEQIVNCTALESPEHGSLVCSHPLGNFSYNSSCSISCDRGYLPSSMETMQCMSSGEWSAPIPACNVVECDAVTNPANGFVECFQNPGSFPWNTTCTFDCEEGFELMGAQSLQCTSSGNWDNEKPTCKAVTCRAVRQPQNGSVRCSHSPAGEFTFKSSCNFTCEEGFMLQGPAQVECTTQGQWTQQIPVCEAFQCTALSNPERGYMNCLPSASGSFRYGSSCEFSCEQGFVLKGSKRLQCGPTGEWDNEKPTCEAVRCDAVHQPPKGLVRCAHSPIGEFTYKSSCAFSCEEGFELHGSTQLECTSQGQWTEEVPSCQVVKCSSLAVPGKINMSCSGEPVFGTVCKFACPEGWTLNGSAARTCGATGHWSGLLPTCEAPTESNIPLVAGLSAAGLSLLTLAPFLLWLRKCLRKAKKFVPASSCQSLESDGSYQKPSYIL
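Assay system: HUVEC primary endothelial cells. Input: 3,000 HUVEC seeded per well. Doses: one compound dose added by pin transfer. Read-out basis: % PE-positive cells. Benchmarks: TNF-alpha high, DMSO low. Detection: immunofluorescence imaging. Buffer or medium: EGM-2, gelatin.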
* = called active by the depositor; / = not tested or not shown; & = joins results of further samples.

SMILES,S100A4 inh HTS,RAD54 inh,RAD52 anneal inh,EWS-Fli block,esBAF inh,XiGFP reactiv,FN deposition inh,E-selectin induc
CC(C)(C)N1CC(C(=O)Nc2ccc(S(N)(=O)=O)cc2)CC1=O (stereo not given),0,9,-8,2,-9,-0.1,3,0.1
C=CCNC(=O)CCCCC(=O)NCC=C,/,-16,/,/,-6,/,8,-0.5
C/C(=N\NC(=O)C(=O)Nc1cc(C)ccc1C)c1ccncc1,-1,/,-13,-6,/,-0.1,-3,0.0
Cc1csc(CN(C)C(=O)CC2C(=O)NCCN2Cc2ccc(F)c(F)c2)n1 (stereo not given),3,-7,-41,4,-5,-0.1,-2,0.0
C[C@@H](O)C#Cc1cnc2c(c1)C(=O)N([C@@H](C)CO)C[C@H](C)[C@H](CN(C)C(=O)CC1CC1)O2,0,7,8,-28,2,0.4,-5,-0.7
Brc1ccc(C=Nc2ccc3c(c2)OCCOCCOCCO3)s1,1,-5,-5,6,-2,0.4,3,-1.3
O=C(C[C@@H]1C=C[C@H](NC(=O)c2cccc(F)c2)[C@@H](CO)O1)NCCN1CCCC1,-7,9,0,0,0,-0.1,1,-0.8
CCCNC(=O)c1ccc(COc2ccc(C)cc2)o1,-13,-6,-1,1,3,0.0,2,/
CC(CN1CCCCC1)OC(=O)c1ccco1 (stereo not given),15,-5,-9,-5,-11,0.2,10,39*
O=C(NCc1cccnc1)C(=O)c1c[nH]c2ccccc12,-1,-4,-13,-4,4,0.5,-8,0.0
COc1ccc(S(=O)(=O)N(C)C[C@H]2Oc3ccc(NS(=O)(=O)c4ccccc4)cc3C(=O)N([C@H](C)CO)C[C@@H]2C)cc1,2&1,-7,-2&-4,0&-4,-3,-0.2&0.0,6,-0.2&0.0
COc1cc(/C=N/O)ccc1Oc1ccc([N+](=O)[O-])cc1[N+](=O)[O-],-1,/,-13,-9,6,0.0,1,2.3
CCOC(=O)NN1C(=O)c2ccccc2NC1c1ccc(OC)cc1 (stereo not given),-1,0,-13,0,/,0.0,-2,0.6
CCCCN(CC)CCNC(=O)c1cc2c(=O)[nH]c3ccccc3c2s1,-4,47,-11,9,10,0.0,-3,-0.3
COc1ccc(S(=O)(=O)NC(C)C(=O)NCc2ccncc2)cc1C (stereo not given),-3,-1,-11,0,0,0.4,-9,/
CO[C@H]1CN(C)C(=O)c2ccc(NC(=O)C3CCCCC3)cc2OC[C@@H](C)N(Cc2cccnc2)C[C@H]1C,13,-11,-3,-4,0,0.6,-6,0.1
CN1c2ccc(Br)cc2[C@@H]2[C@@H](CCN2S(=O)(=O)c2ccccc2)[C@H]1CO,7,-3,-8,-3,1,0.0,-10,-0.9
O=C(NCCN1CCOCC1)[C@@]1(Cc2ccccc2)COC(c2ccc(OCCCO)cc2)=N1,6,-14,-5,3,/,/,/,/
N#Cc1c(-c2ccc(Cl)cc2)cc(-c2ccccc2)nc1SCC(=O)O,-1,-2,-19,12,-7,0.0,0,1.8
CCCN(C)C[C@H]1OCCCC[C@H](C)Oc2ccc(NS(=O)(=O)c3ccc(C)cc3)cc2C(=O)N([C@H](C)CO)C[C@H]1C,-6,-3,32,/,/,-1.4,/,-0.1
CN(C)C(=O)C[C@@H]1CC[C@@H]2[C@H](COc3ccc(NC(=O)C4CCCCC4)cc3C(=O)N2C)O1,/,2,3,4,2,0.0,18,-0.1
CC(C)(C)C1CCC(C(=O)Nc2ccccc2)CC1 (stereo not given),0,-5,-12,/,2,/,-3,/
CCc1nc2oc3ccc(C)cc3c(=O)c2cc1C(=O)OC,-5,1,-7,-57,36,0.0,0,0.2
COc1cc(OC)cc(C(=O)NNC(=O)c2cc3ccccc3cc2O)c1,-3,-7,-25,-5,0,0.3,-20,/

Part of the list above in a different format.
> CCCN(C)C[C@H]1OCCCC[C@H](C)Oc2ccc(NS(=O)(=O)c3ccc(C)cc3)cc2C(=O)N([C@H](C)CO)C[C@H]1C
  S100A4 inh HTS: -6
  RAD54 inh: -3
  RAD52 anneal inh: 32
  EWS-Fli block: /
  esBAF inh: /
  XiGFP reactiv: -1.4
  FN deposition inh: /
  E-selectin induc: -0.1

> CN(C)C(=O)C[C@@H]1CC[C@@H]2[C@H](COc3ccc(NC(=O)C4CCCCC4)cc3C(=O)N2C)O1
  S100A4 inh HTS: /
  RAD54 inh: 2
  RAD52 anneal inh: 3
  EWS-Fli block: 4
  esBAF inh: 2
  XiGFP reactiv: 0.0
  FN deposition inh: 18
  E-selectin induc: -0.1

> CC(C)(C)C1CCC(C(=O)Nc2ccccc2)CC1 (stereo not given)
  S100A4 inh HTS: 0
  RAD54 inh: -5
  RAD52 anneal inh: -12
  EWS-Fli block: /
  esBAF inh: 2
  XiGFP reactiv: /
  FN deposition inh: -3
  E-selectin induc: /

Following part.
SMILES,S100A4 inh HTS,RAD54 inh,RAD52 anneal inh,EWS-Fli block,esBAF inh,XiGFP reactiv,FN deposition inh,E-selectin induc
COc1cccc(C2CCCCN(C)C2=O)c1 (stereo not given),-18,-10,-13,8,2,0.1,-1,-0.4
CC(C)c1ccc(NC(=O)COC(=O)CC2CCCC2)cc1,-4,3,-4,-15,11,0.0,-4,1.8
Fc1ccc(-c2csc(-c3ccncc3)n2)cc1,2,-2,0,-31,30,0.0,-6,4.3
CC(C)CC(=O)N=C1SC2CS(=O)(=O)CC2N1Cc1ccccc1Cl (stereo not given),1,-1,-23,14,/,0.2,-4,/
COC(=O)c1sc(SC)c(-c2ccon2)c1C,24,/,-11,0,/,0.3,8,/
Fc1ccc(N=C2NN=C(c3cc(F)ccc3F)CS2)cc1,-1,/,-15,-124,/,-0.1,-2,0.7
O=C(NNc1ccccc1[N+](=O)[O-])Nc1ccc(F)cc1,3,/,-7,-13,/,0.0,6,/
CC(=O)Nc1c(O)c2ccccc2[nH]c1=O,-5,-6,2,-7,4,0.1,1,/
S=c1[nH]nc(-c2ccco2)n1/N=C/c1cccc(Cl)c1,-5,/,-19,1,/,0.0,1,/
COc1ccc(C(=O)OCC(=O)N2CCN(C(=O)c3ccco3)CC2)c(OC)c1OC,-3,3,6,-10,3,0.0,-30,-0.1
C[C@@H]1CN([C@@H](C)CO)S(=O)(=O)c2ccc(-c3cncnc3)cc2O[C@@H]1CN(C)C(=O)C1CC1,/,/,/,19,-3,-0.4,-3,-2.1
N#CN1CCC(NS(=O)(=O)c2ccc(C(F)(F)F)cc2)C1 (stereo not given),-2,-10,-32,0,-5,0.0,2,0.1
CNC[C@@H]1Oc2c(NC(=O)NC(C)C)cccc2C(=O)N([C@H](C)CO)C[C@@H]1C,3,2,-20,-4,-4,0.0,/,5.5
Cc1nc(N/N=C/c2ccccc2)nc(N(C)c2ccccc2)c1[N+](=O)[O-],/,-7,/,/,1,/,-9,-0.5
O=C(CN1CCN(C(=O)c2ccccc2)CC1)Nc1cccc(S(=O)(=O)N2CCCC2)c1,1,/,6,-2,/,0.0,0,/
CCCNC(=O)N(C)C[C@H]1Oc2cc(Br)ccc2S(=O)(=O)N([C@@H](C)CO)C[C@@H]1C,-4&16&3,-4&-2&-3,4&-1&-3,-6&-13&-8,-7&5&3,-0.1&-0.8,1&3,1.1&-3.0
CCCC#Cc1ccc([C@@H]2[C@H](C#N)N(C(=O)CN3CCOCC3)[C@H]2CO)cc1,-37,1,-18,-4,1,-0.1,-13,0.0
CC(c1cccs1)N(Cc1ccco1)C(=S)Nc1ccc(F)c(Cl)c1 (stereo not given),-3,2,-35,4,/,0.0,-3,-0.8
COc1ccc(NC(=O)C2(C)CCN2C2Cc3ccccc3C2)cc1OC (stereo not given),8,4,12,13,-3,0.1,0,0.0
COC(=O)c1ccccc1NC(=O)C12CC3CC(C1)CC(n1cnc(Cl)n1)(C3)C2,/,6,/,/,0,/,-7,-0.5
Cc1onc(-c2c(F)cccc2Cl)c1C(=O)NCc1ccccc1,-4,-7,-12,-5,0,0.1,-2,/
Cc1ccc(/C=N/NC(=O)c2ccccn2)o1,-1,-10,2,-49,/,-0.1,-7,/
CO[C@@H]1CN(C)C(=O)c2cc(NC(=O)C3CCCC3)ccc2OC[C@H](C)N(CC2CC2)C[C@H]1C,1,-12,14,-5,3,-0.2,0,-0.2
Cc1nnn(C23CC4CC(CC(CC(=O)Nc5ccc(C)c(Cl)c5)(C4)C2)C3)n1,/,7,/,/,-4,0.1,2,/
Clc1ccc(-c2nsc(N3CCOCC3)n2)c(Cl)c1,5,1,10,-47,14,0.4,2,/
Cc1noc(C)c1S(=O)(=O)N(C)C[C@@H]1OCCCC[C@H](C)Oc2ccc(NC(=O)NC3CCCCC3)cc2C(=O)N([C@@H](C)CO)C[C@H]1C,-9,1,-37,7,-2,0.0,/,-0.1
CC1(C(=O)Nc2ccc(Cl)c(Cl)c2)CCN1Cc1ccccc1OC(F)F (stereo not given),2,-3,-4,10,-9,0.1,-3,0.0
Cc1c2cnn(-c3ccccc3)c(=O)c2c(C)n1CCCC(=O)N1CCN(C2CCCCC2)CC1,-7,-1,-6,3,/,0.0,-4,-1.9
Nc1[nH]c(C(=O)c2ccccc2)c(-c2ccc3ccccc3c2)c1C(=O)NCc1ccc(-c2ccccc2)cc1,-1,/,-15,-20,/,0.0,2,-0.1
COc1ccc(C(O)P(=O)(OC(C)C)c2ccc(N(C)C)cc2)c(OC)c1 (stereo not given),-3,-11,-2,5,8,0.1,-4,-0.1
Cc1ccc(C(=O)O)cc1NC(=O)C1CCCN1S(=O)(=O)c1cccc2nsnc12 (stereo not given),1,0,-13,-1,-5,-0.1,9,0.3
COCc1ccc(CN2CCC(CO)(CC3CCCCO3)CC2)o1 (stereo not given),-2,/,-6,6,/,0.0,/,/
CN(C)CCN1CCN(C2CN(Cc3cn(Cc4ccccc4)nn3)S(=O)(=O)C2)CC1 (stereo not given),-3,/,-17,-3,/,0.0,11,-0.2
CCOC(=O)c1c(C)oc2c1c(C=NCCO)c(O)c1ccccc12,2,/,-22,34,/,0.0,2,-1.1
COc1ccc(C/C(N)=N/OC(=O)c2ccco2)cc1OC,4,/,-74,-9,-1,0.8,0,/
C[C@@H]1CN([C@H](C)CO)C(=O)Cc2cc(NC(=O)CCCCCC(=O)Nc3ccccc3N)ccc2O[C@@H]1CN(C)S(=O)(=O)c1cccs1,/,2,/,24,-3,0.0,-8,0.7
CC(C)(C)OC(=O)C[C@H]1C/C=C\C[C@H](CC(=O)NCCO)C(=O)NC[C@@H](c2ccccc2)OC1=O,34,-6,-13,5,6,-0.6,-3,0.0
Cc1ccc(C)c(S(=O)(=O)N/N=C/c2ccc(N3CCOCC3)cc2)c1,-7,/,-50,4,-1,0.1,10,3.3
Fc1ccc(NC(=S)Nc2ccc(Br)cc2)cc1,/,2,/,/,-6,-0.1,-4,-0.8

Screening results deposited in PubChem by Broad Institute.

An unsorted share of the library. About 3% of those tested had a hit in this group.
